Bioassay records: PubChem BioAssay, National Center for Advancing Translational Sciences (NCATS)
12-LOX inh: Primary qHTS assay for inhibitors of human arachidonate 12S-lipoxygenase (ALOX12): Round 2. Potency, µM (series often up to 108 µM), for the others: at the top dose activity change, negative = inhibition, usual class: inhibitors. purified 12hLO, xylenol orange hydroperoxide absorbance. 580,000 compounds, 1.1% hits. Polyunsaturated fatty acid lipoxygenase ALOX12 (Homo sapiens), P18054. AID 1671190, 2021; active = well fitted inhibition curve with a large enough effect; inconclusive = small, poorly fitted or top-dose-only effect, or another doubt; inactive = no such curve, though single readings can be large or run the other way; note: potency is the fitted concentration of half-maximal effect
Target sequence (P18054 whole entry, looked up): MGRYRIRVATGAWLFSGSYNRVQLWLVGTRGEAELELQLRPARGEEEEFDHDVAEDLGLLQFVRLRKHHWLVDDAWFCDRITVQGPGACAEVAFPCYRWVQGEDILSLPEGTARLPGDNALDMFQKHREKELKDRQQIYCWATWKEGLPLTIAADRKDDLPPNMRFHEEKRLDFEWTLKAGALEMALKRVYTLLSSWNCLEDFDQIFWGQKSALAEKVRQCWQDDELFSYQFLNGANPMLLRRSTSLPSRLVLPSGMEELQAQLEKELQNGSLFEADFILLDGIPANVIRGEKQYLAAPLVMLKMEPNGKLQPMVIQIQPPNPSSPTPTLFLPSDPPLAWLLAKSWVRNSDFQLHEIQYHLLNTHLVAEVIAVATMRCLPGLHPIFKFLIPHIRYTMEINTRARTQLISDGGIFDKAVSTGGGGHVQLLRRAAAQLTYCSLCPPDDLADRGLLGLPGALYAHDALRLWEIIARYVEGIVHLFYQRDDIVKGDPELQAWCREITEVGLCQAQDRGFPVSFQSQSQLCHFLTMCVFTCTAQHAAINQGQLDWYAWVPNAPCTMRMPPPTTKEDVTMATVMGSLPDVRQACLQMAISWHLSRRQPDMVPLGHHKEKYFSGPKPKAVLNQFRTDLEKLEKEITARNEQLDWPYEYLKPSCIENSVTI
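Purified human 12hLO (150 nM final) in 25 mM Hepes, 0.01% Triton X-100, pH 7.0 was preincubated 15 min at room temperature with compound. Then 40 uM arachidonic acid was added, 30 min. Hydroperoxide was read by Fe-XO absorbance ratio 573/405 nm.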
LDHA block: qHTS assay for inhibitors of human lactate dehydrogenase | L-lactate dehydrogenase A chain (Homo sapiens), P00338 | purified LDHA, NADH/diaphorase-resazurin fluorescence; stronger effect = lower value | activity change, % (values are at about 110 or 230 µM) | 480,000 compounds, 0.15% hits | AID 1347041, 2019; in the data active = activity change below about -30%; inconclusive = mostly about -25% to -30%;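 note: plate controls were DMSO wells for no effect and wells without enzyme for full effect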
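Human LDH5 at 2 nM final in Tris HCl pH 7.4 with 0.06 mM NADH and 0.2 mM pyruvate, reacted 5 minutes at room temperature. Remaining NADH coupled via diaphorase/resazurin; resorufin fluorescence read at 0 and 20 minutes, normalized to enzyme-free and DMSO wells.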
* = called active by the depositor; u = inconclusive; [ ] = remark or other dose. Unless noted, % is set by controls: 0 for no effect and ±100 for the full control effect. Not all compounds are listed; count on the stated rates, not on these rows.

SMILES	12-LOX inh	LDHA block
Cc1oc(-c2cccs2)nc1CC(=O)N(Cc1ccc(C(F)(F)F)cc1)C1CC1	-8%	-2
COC(=O)c1cn(CC(=O)Nc2ccc(C)cc2)c2ccccc12	u	3
CCc1ccc([C@@H]2CC(=O)[C@@H]3CN(S(=O)(=O)c4ccc(C)cc4)[C@H](c4ccc(Cl)cc4)C[C@@H]3N2S(=O)(=O)c2ccc(C)cc2)cc1	5%	-11
O=S(=O)(CCN1CCOC2CCCCC21)c1ccccc1 (configuration not stated)	u	0
Cc1ccc(CNC(=O)CSc2nc3cc4c(cc3c(=O)n2Cc2ccco2)OCO4)cc1	u	-8
CCN(CC)S(=O)(=O)c1ccc(-c2nc(C#N)c(NCCN3CCOCC3)o2)cc1	0%	-8
CC(C)C(=O)/C(C#N)=C\c1ccc(OCc2ccccc2F)cc1	6%	0
CC1CCCC(NC(=O)/C(C#N)=C\c2ccccc2)C1C (configuration not stated)	u	0
Cc1c(Cl)cccc1NC(C)C(=O)Nc1ccc(Cl)cn1 (configuration not stated)	-35%	3
CCc1nc2ccc(C(=O)Nc3ccc4c(c3)OCC(=O)N4)cn2c1N(C)C(=O)C1CCCCC1	u	2
COc1cccc2[nH]c(C(=O)NCCCN(C)C)cc12	-11%	12
Cc1ccc(NS(=O)(=O)c2cc(-c3ccno3)oc2C)c(C)c1	u	1
COc1cc(OC)c(NC(C)C(=O)N(C)Cc2cccc(F)c2)cc1Cl (configuration not stated)	-26%	46
CCCc1ccc(C(NC(=O)CCNC(=O)C(C)(C)C)C(C)C)cc1 (configuration not stated)	-31%	0
O=C(Nc1cccc(Cl)c1)c1ccc2c(c1)CCC2	-38%	9
CC(C)CCC1(C)NC(=O)N(Cc2cc(F)cc3cccnc23)C1=O (configuration not stated)	-32%	-20
Cn1ncc2c(Nc3ccccc3)nc(NC3CCCC3)nc21	u	3
C/C(c1cccs1)=[N+](\[O-])C(C)/C(=N/O)c1ccco1 (configuration not stated)	-3%	-16
Nc1c(-c2ccccc2)nc2ncccn12	-2%	-6
O=C(OC1CCCCC1=O)c1ncc(Cl)c(Cl)c1Cl (configuration not stated)	u	3
CCOC(=O)C(NC(=O)c1cc(OC)c(OC)c(OC)c1)C(=O)OCC	-47%	12
COc1ccc(CCC(=O)N2c3ccccc3N=C(c3ccc(C(F)(F)F)cc3)C2C(=O)NC(C)(C)C)cc1 (configuration not stated)	-16%	-9
Cc1cc(NC(=O)C(C)SCC(=O)Nc2ccc(C)c(C)c2)no1 (configuration not stated)	-5%	-10
CC(C)(C)c1ccc(-c2cc3ccccn3c2)cc1	22µM*	-22
CC(=O)Nc1ccc(N2C(=O)C(=O)/C(=C(/O)c3ccccc3)C2c2ccccc2F)cc1 (configuration not stated)	-52%	7
CCCN(C(=O)c1ccc(OC(F)(F)F)cc1)c1c(N)n(Cc2ccccc2)c(=O)[nH]c1=O	34%	7
CCC1CCC(NC(=O)c2cccnc2)CC1 (configuration not stated)	-26%	1
O=C1CSc2ccc(C(=O)OCCOc3ccccc3)cc2N1	-5%	-5
NC(=O)CSS(=O)(=O)O	u	-6
CCCCn1c(N2CCNCC2)nc2c1c(=O)[nH]c(=O)n2C	20%	-8
O=C1/C(=C/c2ccc(F)c(Br)c2)Cc2ccccc21	u	-12
CN1CCN(c2oc(-c3ccc(S(=O)(=O)N4CCCCCC4)cc3)nc2C#N)CC1	2%	13
CCCCn1nc(C(=O)Nc2nc3ccc(OCC)cc3s2)c2ccccc2c1=O	33%	14
CC(C)c1ccccc1NC(=O)CN(c1ccccc1F)S(=O)(=O)c1ccccc1	u	4
O=C(c1cc(C2CC2)nc2ccccc12)N1CCN(Cc2ccccc2)CC1	2%	2
COc1cccc(C(=O)Nc2ccc(O)c(-c3nc4ccccc4o3)c2)c1	1%	0
Cc1ccc(-c2cnc(-c3ccccc3C(=O)NC(C)C)o2)cc1	-8%	0
Oc1ccc2[nH]cc(CCNC(c3ccccc3)(c3ccccc3)c3ccccc3)c2c1	u	5
Cc1ccc(C(C)NC(=O)Nc2cccc(Cl)c2)c(C)c1 (configuration not stated)	18%	2
CCOC(=O)c1c(C)sc2c1OC(N)=C(C#N)C21C(=O)N(C)c2ccccc21 (configuration not stated)	6%	17
CN(CC(=O)N1CCc2ccccc2C1)S(=O)(=O)c1ccc(F)cc1	6%	1
CCCc1cc(C(=O)O)sc1C	u	-16
O=C(O)c1sc(C(=O)O)c(OCCO)c1OCCO	u	-1
CCN(CC)S(=O)(=O)c1ccc(Cl)c(C(=O)N2CCCC2C(=O)O)c1 (configuration not stated)	-2%	4
COc1ccc(NC(=O)COc2ccc(Cl)cc2Cl)c2cccnc12	-26%	2
Cc1ccc(NC(=O)NCCCNc2ccccc2)cc1NC(=O)NCCCNc1ccccc1	u	8
CCCCOC(=O)c1ccc(NC(=O)c2cc(=O)c3cc(C)cc(C)c3o2)cc1	-27%	-8
CCCc1nnc(NC(=O)c2cc(-c3ccc4c(c3)OCCO4)on2)s1	5%	7
CCN(Cc1ccc(OC)c(OC)c1)C(=O)CCc1ncc(-c2ccccc2)o1	3%	3
COc1ccc(CNC(=O)COc2cc(O)c3c(=O)cc(-c4ccccc4)oc3c2)cc1	7%	0
Cc1cccc(C)c1Cn1c(C)c(C(=O)NCCC#N)sc1=O	18%	-3
O=C(O)/C(=C/c1cccs1)c1cccs1	u	-10
COc1ccc(-c2nn3c(-c4ccc(C(C)(C)C)cc4)nnc3s2)cc1OC	u	-1
CCc1cc(CC)n(-c2nc3c(c(=O)n(CC)c(=O)n3C)n2Cc2ccccc2F)n1	9%	-3
O=C(NCc1cccc(C(F)(F)F)c1)c1ccccc1OC(F)F	14%	-10
Cc1c(-n2nnnc2SC(C)C)c(=O)n(-c2ccccc2)n1C	-12%	-4
Cc1ccc(-c2nc(CN3CCN(C(=O)C4CCCO4)CC3)co2)cc1 (configuration not stated)	23%	1
CCN(CC)CCNC(=O)c1nc2ccccc2c(=O)[nH]1	-6%	1
Cc1cccc(-n2nnnc2SCC(=O)c2ccc(Br)s2)c1	u	5
CC(Oc1ccc(/C=C(\C#N)C(N)=O)cc1)c1ccccc1 (configuration not stated)	u	-2

The last 2 compounds of the part before come first, to join the parts:
SMILES	12-LOX inh	LDHA block
Cc1cccc(-n2nnnc2SCC(=O)c2ccc(Br)s2)c1	u	5
CC(Oc1ccc(/C=C(\C#N)C(N)=O)cc1)c1ccccc1 (configuration not stated)	u	-2
CCN(CC(=O)NCc1cccs1)C(=O)c1cccc(S(=O)(=O)N(C)c2ccc(C)cc2)c1	8%	3
Cc1noc(C)c1S(=O)(=O)NC(=O)C1(C)CCN1C(=O)C1(c2ccc(Cl)cc2)CC1 (configuration not stated)	u	-6
CCOc1ccc(Br)cc1S(=O)(=O)Nc1ccc(-c2cn3ccc(C)nc3n2)cc1	1%	6
CN(C)C(=O)c1cc(Br)c(Br)s1	10%	5
CC(C)CCNc1nc2c(c(=O)[nH]c(=O)n2C)n1C(C)C	0%	2
O=C(/C=C/c1ccccc1C(F)(F)F)c1ccc(N2CCCCCC2)cc1	-23%	1
Cc1ccc(-c2noc(CCC(=O)N3CCc4sccc4C3c3cccs3)n2)cc1 (configuration not stated)	u	-1
CCc1ccc2c(c1)NC(=O)C2(C)Cc1ccc(OC(F)(F)F)cc1 (configuration not stated)	-11%	-2
Fc1ccccc1N1NC2(CCCCC2)NC1=S	u	-13
Cc1cc(C(=O)N2CCCC(C)(C(=O)NS(=O)(=O)C3CC3)C2)nn1C(C)(C)C (configuration not stated)	-21%	-9
CCOC(=O)C1CCCN(C(=O)c2ccc3c(c2)C(C)(C)CCC3(C)C)CC1 (configuration not stated)	-10%	3
O=C(NCCNc1cnccn1)c1cnccn1	-4%	0
Cc1cccc(N=C2NN=C(c3c[nH]c(C(=O)N4CCCC4)c3)CS2)c1	u	1
CN1CCN(CCCNC(=O)Cc2ccc(C(F)(F)F)cc2)CC1	u	5
C=C(Cl)CN1CCC(CNC(C)=O)CC1	-1%	7
CCc1cccc(C)c1NS(=O)(=O)c1ccc(-c2cnc(C3CC3)o2)cc1	-3%	1
Nc1ncnc2c1ncn2[C@@H]1O[C@H](C(=O)NCCc2ccc(F)cc2)[C@@H](O)[C@H]1O	2%	-2
Cc1cc(NC(=O)c2ccc(-c3ccc(F)cc3)o2)no1	-32%	4
Cc1cc(C)nc(NC(=O)Nc2ccc(F)c(Cl)c2)c1	34%[activator]	-5
CCOc1c(Cl)cc(Cl)cc1CNCc1cccnc1	u	-8
Cc1ccc(-n2c(C)nnc2SC(C)C(=O)Nc2cc(C)on2)cc1 (configuration not stated)	u	0
CC(C)(C)c1ccc(C(CNC(=O)c2cc(-c3cccs3)on2)N2CCOCC2)cc1 (configuration not stated)	23%	u
O=C(NC1(c2ccccc2)CCC1)c1cccc(C(F)(F)F)c1	23%	-1
COc1ccc(Cl)cc1-c1cc(C(=O)NCc2ccc(C(F)(F)F)cc2)[nH]n1	16%	-6
COc1ccccc1C(=O)OC1CCN(C)CC1	-23%	6
O=C(Oc1ccc2c(=O)c(Oc3ccccc3Br)coc2c1)c1cccs1	39%[activator]	-17
O=C(O)Cc1ccc(Cl)nc1	0%	-1
C(=N\N=C1c2ccccc2-c2ccccc21)/c1ccccc1	30%	5
Cn1c(=O)c2c(nc(NC3CCCCC3)n2Cc2ccccc2Br)n(C)c1=O	4%	4
c1ccc(-c2cc3nc(NCc4ccc5c(c4)OCO5)ccn3n2)cc1	-5%	-3
O=C(CN1CCN(C(=O)c2cccc(I)c2)CC1)N1CCCCC1	-49%	-3
Cc1ccc2nc(-c3ccccc3)cc(C(=O)N3CCN(CC(=O)N4CCOCC4)CC3)c2c1	-7%	-1
O=C(Nc1cccc2ccccc12)C1C2CCC3C(CCC21)C3(Cl)Cl (configuration not stated)	-29%	5
O=NN(C(=O)NC1CCC(C(=O)O)CC1)C1CCC(C(=O)O)CC1 (configuration not stated)	-36%	-2
Cc1cc(Cl)ccc1OC(C)C(=O)NN (configuration not stated)	16%	1
Clc1cccc(/C=N/Nc2ccc(Cl)c(Cl)c2)c1	5.6µM*	8
CC(=O)N(CCCNC(=O)c1cc(F)cc2nc(C)c(C)nc12)C(C)C	-6%	-2
Cc1ccc(Nc2nnc(SCC(=O)Nc3ccnn3C3CCCC3)s2)cc1Cl	-4%	-9
CCOc1ccc(-c2nc(CNC(=O)Nc3ccc(C)c(C)c3)c(C)o2)cc1	u	-9
CCn1nc(C(=O)Nc2cc(Cl)ccc2N2CCCCC2)c2ccccc2c1=O	-9%	-19

Single records, from the list above. Order of values: 12-LOX inh	LDHA block
`CCc1ccc([C@@H]2CC(=O)[C@@H]3CN(S(=O)(=O)c4ccc(C)cc4)[C@H](c4ccc(Cl)cc4)C[C@@H]3N2S(=O)(=O)c2ccc(C)cc2)cc1` is entered as 5%	-11
`COC(=O)c1cn(CC(=O)Nc2ccc(C)cc2)c2ccccc12` is entered as u	3
`CN1CCN(c2oc(-c3ccc(S(=O)(=O)N4CCCCCC4)cc3)nc2C#N)CC1` is entered as 2%	13

Following part:
SMILES	12-LOX inh	LDHA block
CCN(CC)c1nc2c(c(=O)n(C)c(=O)n2C)n1CC(=O)C12CC3CC(CC(C3)C1)C2	14%	9
Cc1c(-c2ccccc2)oc2c(C(=O)N(C)C3CCCCC3)cccc2c1=O	12%	7
COc1ccccc1NC(=O)CC(C)S(=O)(=O)c1ccc2c(c1)CCN2C(=O)C1CC1 (configuration not stated)	2%	1
O=C(COc1coc(CN2CCCCC2)cc1=O)NCc1ccc(Cl)cc1	-5%	1
CCOC(=O)C1=C(C)N(c2ccc3c(c2)OCO3)C(=O)NC1c1ccccc1 (configuration not stated)	-17%	-1
C=Cc1c(C)n[nH]c1C	u	2
C/C(=N\NC(=O)c1ccc(C(C)(C)C)cc1)C(C)C	30%	11
CCOC(=O)COc1nc(C)c2c(c1C#N)CCCC2	-4%	-4
N#CCN(C(=O)c1cccs1)C1CC1	u	0
CC1(C)CC(C)(c2ccccc2)c2cccc(C(=O)O)c2N1 (configuration not stated)	-59%	2
O=C(NCC(=O)N1CCCC1)C(=O)Nc1ccc2cc[nH]c2c1	1%	5
CN(CC12CC3CC(CC(C3)C1)C2)C(=O)C1CCN(C(=O)c2ccc(C(F)(F)F)cc2)CC1	-13%	6
CCCCN(Cc1ccccc1)C(=O)C1CCN(C(=O)c2csc(Nc3ccc(C)cc3)n2)CC1	u	10
OC(c1ccccc1)c1ncc(-c2cccc(C(F)(F)F)c2)[nH]1 (configuration not stated)	2%	-4
C=CCNc1oc(-c2ccc(COc3ccc(C)cc3)o2)nc1C#N	u	1

6 entries from above in another layout:
SMILES,12-LOX inh,LDHA block
CCOC(=O)COc1nc(C)c2c(c1C#N)CCCC2,-4%,-4
N#CCN(C(=O)c1cccs1)C1CC1,u,0
CC1(C)CC(C)(c2ccccc2)c2cccc(C(=O)O)c2N1 (configuration not stated),-59%,2
O=C(NCC(=O)N1CCCC1)C(=O)Nc1ccc2cc[nH]c2c1,1%,5
CN(CC12CC3CC(CC(C3)C1)C2)C(=O)C1CCN(C(=O)c2ccc(C(F)(F)F)cc2)CC1,-13%,6
CCCCN(Cc1ccccc1)C(=O)C1CCN(C(=O)c2csc(Nc3ccc(C)cc3)n2)CC1,u,10
